ALDH1A1 inh = inhibitors of human aldehyde dehydrogenase 1A1; Potency, µM (series often up to 75.3 µM), without a hit: at the top dose activity, negative = inhibition, most hits filed as inhibitors; actives 7.3% (n = 220,000); Purified ALDH1A1, NADH fluorescence, propionaldehyde substrate; AID 1030; active = well fitted inhibition curve with a large enough effect, not every such curve was filed as active; inconclusive = small, poorly fitted or top-dose-only effect, or another doubt; inactive = no such curve, though single readings can be large or run the other way;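 note: plate controls were no enzyme wells and a reference inhibitor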
Target sequence (P00352 whole entry, looked up): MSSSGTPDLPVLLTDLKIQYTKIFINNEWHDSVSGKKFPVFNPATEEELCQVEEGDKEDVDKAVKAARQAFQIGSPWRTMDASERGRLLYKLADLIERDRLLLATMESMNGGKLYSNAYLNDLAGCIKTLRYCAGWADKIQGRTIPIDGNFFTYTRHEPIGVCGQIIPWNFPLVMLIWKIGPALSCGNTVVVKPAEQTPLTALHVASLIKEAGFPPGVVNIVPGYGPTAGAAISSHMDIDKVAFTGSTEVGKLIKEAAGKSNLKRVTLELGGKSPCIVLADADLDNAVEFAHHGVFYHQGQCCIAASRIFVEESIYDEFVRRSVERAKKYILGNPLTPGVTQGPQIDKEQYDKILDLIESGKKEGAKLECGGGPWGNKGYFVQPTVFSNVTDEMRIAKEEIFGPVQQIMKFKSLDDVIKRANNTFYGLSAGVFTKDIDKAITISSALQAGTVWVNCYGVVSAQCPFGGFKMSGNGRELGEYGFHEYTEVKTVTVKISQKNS
SMN2 splice enh = SMN2 splice variant enhancement; HEK293 SMN2-luciferase splicing reporter, luminescence, 30-36 h; Potency, µM (series often up to 46.1 µM), for inactives: at the highest dose activity change, positive = activation, hits mostly activators; actives 2.8% (n = 210,000); AID 1458; note: % of control where 0% means no effect; nearly all actives have a fitted effect of over 55% in size
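HEK293 cells carry an SMN2 minigene-luciferase reporter in which exon 7 inclusion puts luciferase in frame. Cells were seeded at 2000 cells/well, attached for 10-12 hours, then exposed to compounds for 30-36 hours at 37C before ONE-Glo luminescence.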
HttQ103 aggreg = mutant huntingtin aggregation inhibition | PC12 HttQ103-GFP aggregates, Acumen cytometry, 40 h | AID 1688 | Potency, µM (titrated, usually from 46.1 µM), for the others: at the top dose activity change, negative = inhibition, hits mostly inhibitors | actives 1.1% (n = 220,000); note: % is set by controls: 0 for no effect and ±100 for the full control effect; nearly all actives have a fitted effect of over 60% in size
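Quantitative HTS on tebufenozide-induced (100 nM) PC12 cells stably expressing polyQ103 Huntingtin exon 1–GFP. Reduction of bright GFP aggregates, detected by laser scanning cytometry after lysis, identified actives across the titration.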
JMJD2E inh = blocks human JMJD2E demethylase activity. B2RXH2. JMJD2E catalytic domain, FDH-coupled NADH fluorescence (FDH is formaldehyde dehydrogenase). Potency, µM (top dose mostly 57.1 µM), for the others: top-dose activity change, negative = inhibition, hits mostly inhibitors. actives 1.6% (n = 230,000). AID 2147; active = well fitted inhibition curve with a large enough effect, not every such curve was filed as active; inconclusive = small, poorly fitted or top-dose-only effect, or another doubt; inactive = no such curve, though single readings can be large or run the other way;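 note: 0% = wells with enzyme and -100% = buffer wells without enzyme; nearly all actives have a fitted effect of over 50% in size; many of its hits are not listed in these tables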
Target sequence (B2RXH2 1-337 limits assumed): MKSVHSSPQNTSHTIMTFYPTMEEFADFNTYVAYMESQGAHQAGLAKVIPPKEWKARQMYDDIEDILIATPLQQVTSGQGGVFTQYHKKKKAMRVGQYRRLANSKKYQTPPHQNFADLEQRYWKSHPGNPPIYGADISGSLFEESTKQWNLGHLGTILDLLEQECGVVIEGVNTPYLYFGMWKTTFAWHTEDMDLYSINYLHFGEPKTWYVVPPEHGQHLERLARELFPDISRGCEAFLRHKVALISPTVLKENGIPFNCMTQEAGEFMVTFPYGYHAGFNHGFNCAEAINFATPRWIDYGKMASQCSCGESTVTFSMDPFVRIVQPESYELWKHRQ
HTT cytoprotect = protects HTT-Q103 PC12 cells, measured by ATP. PC12 HTT-Q103 induced, cytoprotection, ATP luminescence, 40 h. Potency, µM (top dose mostly 56.4 µM), for inactives: cytoprotection (ATP increase), most hits filed as activators. actives 0.14% (n = 230,000);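 note: % of control where 0% means no effect; nearly all actives have a fitted effect of over 45% in size; toxic huntingtin expression switched on by the ecdysone agonist tebufenozide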
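Compounds were screened for protection of PC12 cells against cell death after tebufenozide induction (100 nM final) of mutant Huntingtin exon 1 (Q103) fused to GFP.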
Tau fibril FP = blocks human tau fibril formation measured by polarization | P10636 | K18 P301L tau heparin fibrillization, Alexa594 FP, 6 h | Potency, µM (titrated, usually from 57.7 µM), without a hit: top-dose activity, negative = inhibition, usual class: inhibitors | actives 0.39% (n = 280,000) | AID 1468; note: % is set by controls: 0 for no effect and ±100 for the full control effect; nearly all actives have a fitted effect of over 55% in size
Target sequence (P10636 561-689 P618L limits assumed): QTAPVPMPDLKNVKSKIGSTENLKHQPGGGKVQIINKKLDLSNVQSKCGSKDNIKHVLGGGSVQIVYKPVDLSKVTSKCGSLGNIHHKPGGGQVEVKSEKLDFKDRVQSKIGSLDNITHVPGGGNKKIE
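Recombinant K18 P301L […], labeled with Alexa 594 at 0.24 uM over 15 uM unlabeled; heparin inducer 20 uM final; 37 C, 6 hr; FP endpoint.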
Tau fibril ThT = inhibitors of human tau fibril formation, thioflavin T binding. Potency, µM (series often up to 57.4 µM), for the others: at the highest dose activity, negative = inhibition, hits mostly inhibitors. actives 2.1% (n = 270,000). P10636. recombinant tau K18 P301L, heparin-induced fibrillization, ThT fluorescence; note: % is set by controls: 0 for no effect and ±100 for the full control effect; nearly all actives have a fitted effect of over 55% in size
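Using a mix of unlabeled (15 uM) and Alexa 594-labeled (0.24 uM) tau K18 P301L, heparin-triggered fibrillization over 6 hr at 37 C was scored by ThT fluorescence.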
Tau fluor cs = counter-screen for tau fibril formation inhibitors. tau K18 P301L Alexa594 fluorescence, heparin fibrillization. actives 0.93% (n = 280,000). Potency, µM (highest dose often 57.7 µM), for inactives: at the top dose activity change, negative = decrease. AID 1463; note: % is set by controls: 0 for no effect and ±100 for the full control effect; nearly all actives have a fitted effect of over 55% in size
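Human tau K18 P301L (15 uM unlabeled, 0.24 uM Alexa 594-labeled) in 100 mM sodium acetate pH 7 with 20 uM heparin, 6 hr at 37 C. ThT 30 uM added, 1 hr ambient; Alexa 594 FP and total fluorescence read at 555/632 nm.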
Starred values were filed as active, the others as inactive; ? = inconclusive; · = not tested or not shown; & = joins results of further samples; [ ] = dose if it differs, or a comment. Unless noted, calls come from the whole dose curve; as a rule, active = well fitted curve in the direction sought with a large enough effect; inconclusive = small, poorly fitted or top-dose-only effect, or another doubt; inactive = no such curve, though single readings can be large; an effect the other way counts as inactive or inconclusive. Potency is the fitted concentration of half-maximal effect. Some of the compounds tested; rates above refer to the full screens.

SMILES	ALDH1A1 inh	SMN2 splice enh	HttQ103 aggreg	JMJD2E inh	HTT cytoprotect	Tau fibril FP	Tau fibril ThT	Tau fluor cs
CC(C)Cn1c(CN2CCN(c3ccccc3F)CC2)nc2c1c(=O)[nH]c(=O)n2C	-9%	7%	-10%	1%	1%[10 µM]	3%	-5%	-2%
Cc1cccc(NC2=NCC(=O)N2Cc2ccccc2)c1	25µM*	8%	-11%	-4%	-10%[10 µM]	8%	-8%	1%
CCn1ccc(C(=O)N2CCOCC2)n1	4%	4%	-5%[9.22 µM]	2%	2%[10 µM]	1%	0%	4%
O=C(NCc1ccccc1Cl)c1cnccn1	-1%	-13%	0%	1%	-19%	-5%	3%	-1%
CCN(Cc1cnn(C)c1)C(=O)CC1C(=O)NCCN1Cc1cccc(OC)c1OC (stereo not given)	-9%	·	13%[9.22 µM]	-5%	42%[10 µM]	2%	0%	3%
C/C(=N\NC(=S)NCc1ccccc1)c1ccc(Cl)cc1	-5%	3%	21%	5%	4%[10 µM]	-9%	0%	-29%
CCOc1cc(/C=N/O)cc(Br)c1OCC(=O)NCc1ccccc1	?	-17%	16%	9%	5%[0.074 µM]	-3%	-1%	-3%
c1ccc(C2[C@H]3CN(CC4CCCCC4)[C@H](c4ccccc4)C34CC2(c2cccnc2)C4)cc1 (stereo not given in full)	?	-4%	-26%[9.22 µM]	-15%&-4%	-21%	0%&-3%	-9%&-9%	-4%&0%
CCN(CC)c1ccc(/C=N/NC(=O)c2c(Cl)c(C)nn2C)cc1	?	-9%	11%	?	·	?	?	-18%
CC1(C)CC(=O)C2=C(C1)OC1=C(C(=O)CC(C)(C)C1)C2c1ccc(O)c([N+](=O)[O-])c1	-7%	-3%	17%	5%	5%	-11%	-14%	-18%
O=C(O)CCC(=O)Nc1ccc(Br)cc1C(=O)c1ccc(Cl)cc1	·	·	-16%[9.22 µM]	-3%	-10%[10 µM]	-9%	-18%	-22%
Cc1cc(Cl)ccc1OCCCC(=O)NCc1ccccn1	5%	-9%	-8%	-2%	?	5%	-12%	-8%
CC(=O)Nc1ccc(NC(=O)c2ccc(C3SCC(=O)N3CCc3ccccc3)cc2)cc1 (stereo not given)	25µM*	-26%	16%	-3%	49%[0.074 µM]	3%	-14%	-16%
COC(=O)[C@H](COC(C)(C)C)NC(=O)O[C@@H]1Cc2cc(Br)ccc2O[C@H]1c1cccc(OC)c1	16%	-1%	·	-3%	-27%	-6%	-3%	-12%
O=C(Nc1cccc2cccnc12)c1ccc2c(c1)OCCO2	?	27%	-68%	?	-34%	-11%	-16%	?
Cc1cc(C)c(-c2c(O)c3cnn(-c4ccccc4)c3[nH]c2=O)c(C)c1	-2%	-29%	-1%	-7%	·	-1%	-2%	5%
Cc1cccc(C(=O)NC2CCN(C(=S)NCc3ccco3)CC2)c1	-7%	9%	-2%	-3%	-1%	-2%	-5%	0%
N#Cc1c(N)n(CCNC(=O)c2ccccc2)c2nc3ccccc3nc12	?	-19%	5%	?	·	2%	-6%	0%
CCOC(=O)C1(Cc2cccc(OC)c2)CCN(Cc2ccccc2)CC1	-3%	·	-9%[9.22 µM]	1%	-20%[10 µM]	-7%	1%	0%
O=C(CCl)NC(Cc1ccccc1)c1ccccc1 (stereo not given)	1.4µM*	-52%[inhibitor]	?	-3%	-57%[inhibitor]	-2%	-5%	3%
COC(=O)CC1(C(=O)OC)Oc2ccc(Br)cc2C(=O)N1c1cc(Cl)c(Cl)cc1Cl (stereo not given)	-5%	·	1%[9.22 µM]	-8%	14%[10 µM]	-1%	-17%	-22%
CCOC(=O)C1C(=O)NC(SCC(=O)Nc2nccs2)=C(C#N)C1c1ccccc1OCC (stereo not given)	6.3µM*	-2%	-15%	-5%	-9%[10 µM]	?	?	-23%
CCN(CC)CC(O)COCCC12CC3CC(CC(C3)C1)C2 (stereo not given)	3%	-5%	7%[9.22 µM]	4%	-6%	-2%	-6%	-7%
COc1ccc(/C=C\C(=O)NCc2ccc3[nH]c(C)cc3c2)cc1OC	?	-12%	8%	?	·	11%	-14%	?
NC(=O)c1ccc(NC(=O)COC(=O)c2ccc3c(c2)OCCO3)cc1	·	·	-5%[9.22 µM]	-17%	7%[10 µM]	?	-13%	-18%
CCOc1ccc(NC(=O)COc2ccc(S(=O)(=O)NC3CCCCC3)cc2)cc1	·	-32%[inhibitor]	·	·	·	-4%	?	-25%
COc1cc(/C=N\NC(=O)C2C(=O)NCC2c2ccccc2)cc(OC)c1O (stereo not given)	-8%	5%	-2%	?	-12%	1%	-5%	-2%
Nc1nc(NC(=O)c2cccnc2)nn1-c1ccccc1	7%	-12%	-1%	1%	-7%	0%	5%	9%
CC1=C(C)CC(C(=O)NC(C)CCc2ccccc2)C(C(=O)O)C1 (stereo not given)	-1%	-2%	14%	-3%	-15%[10 µM]	1%	-11%	-6%
CO[C@H]1COC(=O)C/C=C\[C@@H](C)COC(=O)[C@@H](CCSC)NC(=O)C/C=C\[C@@H]1C	4%&-12%[13.5 µM]	·	·	·	-37%&-2%[inhibitor][10 µM]	?	?	?

Next part, overlapping the part above by 3 compounds.
SMILES	ALDH1A1 inh	SMN2 splice enh	HttQ103 aggreg	JMJD2E inh	HTT cytoprotect	Tau fibril FP	Tau fibril ThT	Tau fluor cs
Nc1nc(NC(=O)c2cccnc2)nn1-c1ccccc1	7%	-12%	-1%	1%	-7%	0%	5%	9%
CC1=C(C)CC(C(=O)NC(C)CCc2ccccc2)C(C(=O)O)C1 (stereo not given)	-1%	-2%	14%	-3%	-15%[10 µM]	1%	-11%	-6%
CO[C@H]1COC(=O)C/C=C\[C@@H](C)COC(=O)[C@@H](CCSC)NC(=O)C/C=C\[C@@H]1C	4%&-12%[13.5 µM]	·	·	·	-37%&-2%[inhibitor][10 µM]	?	?	?
COC(=O)c1ccc(CNC(=O)CSC2=NCCS2)cc1	-4%	9%	31%	12%	·	5%	-5%	0%
COc1ccc(-n2c(SCC(=O)NCc3ccco3)nc3c([nH]c4ccccc43)c2=O)cc1	11%	9%	5%	-2%	-3%[10 µM]	-10%&-1%	-2%&-1%	-11%&6%
CCCC(=O)Nc1ccc(C(N)=O)cc1	6%	20%	17%	-3%	·	-1%	7%	3%
Cc1ccc2c(CC(=O)Nc3sccc3C(N)=O)coc2c1	-8%	?	-13%	5%	-26%	-8%	-9%	-24%
CCOC(=O)C(Cc1ccc(O)cc1)NC(=O)CNC(=O)C(CC(C)C)NC(=O)OC(C)(C)C (stereo not given)	-14%	26%	?	6%	2%[10 µM]	-6%	-2%	-2%
CCCCN(CCCC)C(=O)/C=C/c1cccc([N+](=O)[O-])c1	4.5µM*	-33%[inhibitor]	-20%	3%	-6%[10 µM]	9%	-19%	-15%
N#CC1=C2N=C(N)c3ccccc3N2C2=C(C(=O)CCC2)C1c1ccccc1F (stereo not given)	·	·	2%[9.22 µM]	-5%	3%[10 µM]	13%	·	-28%
COc1cc(/C=C(\C#N)c2nc3c(s2)CCCC3)ccc1O	?	22µM*	-24%	-29%	-39%[inhibitor]	4%	11µM*	14µM*[quencher]
CC(=O)OC1CCC2(C)C3CC(=O)C4(C)C(CC5OC6(CCC(C)CO6)C(C)C54)C3CC[C@H]2C1 (stereo not given in full)	3%	10%	·	0%	-11%	-14%	-3%	-9%
COc1ccc(CNC(=O)c2cc3oc4ccccc4c3n2C)cc1OC	·	?	·	·	·	4%	-17%	-30%
CCCOc1ccc(C(=O)N(Cc2ccccc2Cl)C2CCS(=O)(=O)C2)cc1 (stereo not given)	·	-27%	·	·	·	3%	-6%	-7%
COC(=O)NC(NC(=S)Nc1cccc(C)c1)C(Cl)(Cl)Cl (stereo not given)	-9%	·	-3%[9.22 µM]	-10%	11%[10 µM]	4%	-4%	-10%
O=C(CSc1nnc(-c2ccccn2)n1Cc1ccccc1)Nc1ccc2c(c1)OCO2	-8%	-17%	-12%	4%	-13%	2%	1%	-14%
CCOc1ccccc1OCCOc1ccc(F)cc1	12%	-4%	-7%	-6%	16%	-4%	-22%	-23%
COC(=O)c1ccc(C(NC(=O)OCc2ccccc2)/C(=C/[C@@H](C)C(=O)NCc2ccc(OC)c(OC)c2)c2cccnc2)cc1 (stereo not given in full)	2%	2%	·	1%	-43%[inhibitor]	4%	-9%	-21%
O=C(NNS(=O)(=O)c1ccccc1)C1CC(c2cccnc2)=NO1 (stereo not given)	3%	4%	-5%	-6%	-29%	2%	-5%	-4%
CC(C)(C)c1csc(Sc2ncccc2[N+](=O)[O-])n1	·	·	1%[9.22 µM]	6%	34%[10 µM]	12%	-14%	-24%
Nc1n[nH]c(N)c1N=Nc1ccccc1	12%	·	5%[9.22 µM]	5%	26%[10 µM]	5%	?	-26%
COc1ccc(OCc2cccc(C(=O)Nc3ccc(CN4CCCCC4)cc3)c2)cc1	0%	1.8µM*	?	?	·	-4%	?	?
N#Cc1nc(Cc2cccc3ccccc23)oc1N1CCOCC1	-9%	15%	12%[9.22 µM]	-4%	-34%	?	-4%	-5%
O=C1NC[C@H](c2ccccc2)N(CCc2cc(C(F)(F)F)cc(C(F)(F)F)c2)C1=O	·	·	-3%[9.22 µM]	10%	1%[10 µM]	0%	-5%	-5%
CCOc1ccc(NC(=O)CCSc2nc(-c3ccc4c(c3)OCO4)cc(C(F)(F)F)n2)cc1	·	-3%	·	·	·	?	-14%	?
O=C(CSc1nc2nc(-c3cccs3)cc(C(F)(F)F)c2c(=O)[nH]1)Nc1c(F)c(F)c(F)c(F)c1F	?	-47%[inhibitor]	?	?	-83%[inhibitor]	-5%	7%	-3%
CCOC(=O)C1(CC2CCCCO2)CCN(Cc2ccccc2-c2ccco2)CC1 (stereo not given)	4%	·	23%[9.22 µM]	0%	25%[10 µM]	-1%	-19%	-11%
CC(=O)N(CCN1CCOCC1)Cc1cc2cc3c(cc2nc1Cl)OCO3	-1%	·	-6%[9.22 µM]	-1%	-22%[10 µM]	6%	6%	7%[2.34 µM]
O=C(Cn1nnc(-c2ccccc2)n1)NCc1ccc2c(c1)OCO2	1%	-10%	6%	-6%	9%[10 µM]	0%	7%	-4%
